GLP1R inv ag – GLP-1 receptor (human) inverse agonism; HEK293 GLP-1R CRE-luciferase, luminescence, 24 h; GLP-1R form is constitutively active; actives 1.6% (n = 410,000); AID 624417; P43220; Potency, µM (top dose mostly 38.3 µM), inactives show top-dose activity change, negative = inhibition, hits mostly inhibitors; further: on the % scale 0 is the no-effect control and ±100 the full control effect; nearly all actives have a fitted effect of over 55% in size
Target sequence (P43220 whole entry, looked up): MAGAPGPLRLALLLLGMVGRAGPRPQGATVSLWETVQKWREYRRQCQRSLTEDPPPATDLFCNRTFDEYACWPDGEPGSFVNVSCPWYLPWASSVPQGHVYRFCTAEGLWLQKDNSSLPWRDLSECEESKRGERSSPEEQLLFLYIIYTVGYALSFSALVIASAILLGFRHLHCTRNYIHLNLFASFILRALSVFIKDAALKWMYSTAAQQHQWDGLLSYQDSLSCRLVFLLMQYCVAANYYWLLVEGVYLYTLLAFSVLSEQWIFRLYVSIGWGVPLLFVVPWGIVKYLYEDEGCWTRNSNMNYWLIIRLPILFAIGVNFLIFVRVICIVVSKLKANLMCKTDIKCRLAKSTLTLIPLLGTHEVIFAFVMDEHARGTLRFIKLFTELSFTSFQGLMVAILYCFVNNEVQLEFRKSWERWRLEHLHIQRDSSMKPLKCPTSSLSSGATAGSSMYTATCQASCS
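Constitutively active GLP-1R drives a cAMP-responsive luciferase in stably transfected HEK293 cells; test compounds are added after overnight (12 h) attachment and left 24 hr, and signal loss in luminescence marks inhibition.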
HT1080 IDH1KD tx – kills HT-1080 cells with IDH1 knockdown; AID 686971; Potency, µM (series often up to 46.1 µM), for inactives: at the top dose activity, negative = toxicity, usual class: cytotoxic; HT-1080 IDH1 knockdown viability, ATP luminescence, 48 h; actives 2% (n = 360,000);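 further: 0% = DMSO wells and -100% = cell-free medium wells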
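After a 2 h attachment period, IDH1KD HT-1080 cells took pin-transferred compound for 48 h at 37 °C; ATP-based luminescence after 10 min room-temperature reagent incubation reported viability.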
GLP-1R agonist – agonists of human GLP-1 receptor | HEK293 GLP-1R CRE-luciferase, luminescence, 4-6 h; cells express a hypersensitive GLP-1R form | Potency, µM (doses to about 45.6 µM), inactives show at the top dose activation, usual class: activators | actives 0.007% (n = 380,000); further: % of control where 0% means no effect
HT1080NT lethal – kills 2HG-producing HT-1080-NT fibrosarcoma cells; HT-1080-NT fibrosarcoma viability, CellTiter-Glo ATP luminescence, 48 h; Potency, µM (series often up to 46.1 µM), for inactives: at the highest dose activity, negative = less viability, actives largely listed as cytotoxic; actives 1.6% (n = 360,000);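 further: NT is the 2HG producing partner of a matched IDH1 knockdown line; 0% = DMSO-treated cells and -100% = media-only wells without cells; nearly all actives have a fitted effect of over 55% in size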
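Fibrosarcoma NT cells, 750 per well in 5% FBS RPMI, were exposed to compound for 48 hours. Viability: CellTiter-Glo luminescence.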
TDP-43 yeast inh – rescues yeast growth from TDP-43 toxicity; TDP-43 expressing yeast growth rescue, BacTiter-Glo, 24 h; Potency, µM (top dose mostly 46.1 µM), inactives show at the highest dose growth rescue (activation), hits mostly activators; actives 1.8% (n = 410,000); further: % of control where 0% means no effect; nearly all actives have a fitted effect of over 50% in size
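Luminescence from BacTiter-Glo reports growth of TDP-43-expressing yeast after 24 hr at 30 deg C with compound. Cells were raffinose-pregrown to mid-log, then seeded in galactose medium at OD600=0.02.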
KB-V1 MDR tox – KB-V1 MDR subline cytotoxicity; Potency, µM (titrated, usually from 46.1 µM), without a hit: at the top dose activity change, negative = cytotoxicity, actives largely listed as cytotoxic; KB-V1 MDR cells viability, CellTiter-Glo, 72 h; actives 3.4% (n = 400,000); AID 1347076; further: on the % scale 0 is the no-effect control and ±100 the full control effect; nearly all actives have a fitted effect of over 60% in size
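Cells of the MDR subline KB-V1 are plated, dosed with compound at multiple concentrations, and incubated 72 h at 37 degrees C; CellTiter-Glo is then added and luminescence read after 10 min.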
SW480 rerep – DNA re-replication induction in SW480 cells | SW480 DNA re-replication, Hoechst DNA content imaging, 48 h | Potency, µM (top dose mostly 46.1 µM), inactives show top-dose re-replication activation, usual class: activators | actives 1.8% (n = 340,000) | AID 624297; further: % of control where 0% means no effect; nearly all actives have a fitted effect of over 55% in size
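Readout is total intensity of Hoechst-stained nuclei, excited at 405 nm and collected at 500-530 nm. Compound treatment lasted 48 hr at 37 C in 5% CO2 before staining.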
KB-3-1 tox – KB-3-1 parental cell cytotoxicity; KB-3-1 viability, CellTiter-Glo ATP luminescence, 72 h; Potency, µM (top dose mostly 46.1 µM), without a hit: top-dose activity change, negative = cytotoxic, most hits filed as cytotoxic; actives 1.4% (n = 400,000); AID 1347075; further: on the % scale 0 is the no-effect control and ±100 the full control effect; nearly all actives have a fitted effect of over 60% in size
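KB-3-1 parental drug-naive adenocarcinoma cells in DMEM/10% FBS, incubated 72 h at 37 C with pin-transferred compounds across a concentration series. Viability by CellTiter-Glo luminescence; concentration-response curves fitted after normalization.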
GLP1R cytotox – cytotoxicity counter-screen for GLP-1 receptor inverse agonists; HEK293 cAMP-luciferase reporter cells, luminescence, 24 h; Potency, µM (series often up to 38.3 µM), for the others: at the top dose activity change, negative = inhibition, usual class: inhibitors; actives 0.13% (n = 410,000); AID 624418;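 further: loss of luciferase light is scored as toxicity; on the % scale 0 is the no-effect control and ±100 the full control effect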
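Cells in DMEM/10% Nu serum/1% pen-strep, 1536-well format. Pre-incubated 12 h, dosed with 23 nL compound, incubated a further 24 h. Luciferase detection, 12 min at room temp, luminescence.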
* marks the source's active call; other numbers are inactive results; ? = inconclusive; . = no result given; [ ] = remark or other dose. The call rests on the fitted dose curve; in most records, active means well fitted curve in the direction sought with a large enough effect; inconclusive means small, poorly fitted or top-dose-only effect, or another doubt; inactive means no such curve, though single readings can be large; an effect the other way counts as inactive or inconclusive. Potency means the concentration at half of the fitted maximal effect.

SMILES	GLP1R inv ag	HT1080 IDH1KD tx	GLP-1R agonist	HT1080NT lethal	TDP-43 yeast inh	KB-V1 MDR tox	SW480 rerep	KB-3-1 tox	GLP1R cytotox
CCC(CC)C(=O)Nc1ccccc1NC(C)=O	0%	-2%	-6%	-1%	8%	-18%	0%	-4%	-8%
CCn1c2ccccc2c2cc(NC(=O)COC(=O)c3ccc(O)cc3)ccc21	?	-2%	-14%	-2%	26%	0%	-3%	?	-7%
Cc1ccc(-c2csc(NC(=O)c3ccc(C)o3)n2)cc1	0%	23%	0%	13%	24%	3%	?	8%	-2%
CSc1nc2c(c(=O)n1-c1ccc(F)cc1)SCC2	10%	7%	6%	1%	-15%	-14%	-1%	-11%	2%
O=[N+]([O-])c1ccc2c3n([n+]([O-])c2c1)CCN=C3c1ccc(Cl)cc1	18%	-1%	-2%	-2%	?	13%	2%	?	1%
Cc1ccccc1OCC(=O)Nc1cccc(NC(=O)c2ccco2)c1	?	0%	-2%	2%	?	-16%	-6%	5%	-8%
CCOc1nc(-c2ccccc2)ccc1-c1noc(COc2ccccc2)n1	?	-7%	-1%	-2%	12%	-12%	1%	-2%	-4%
Cc1noc(C)c1NC(=O)N(C)C[C@H]1Oc2c(NC(=O)Cc3ccccc3)cccc2C(=O)N([C@H](C)CO)C[C@@H]1C	11%	9%	-4%	6%	16%	0%	-70%[inhibitor][9.22 µM]	-3%	2%
CCCc1nc2ccccc2c(=O)n1-c1c(C)n(C)n(-c2ccccc2)c1=O	-8%	8%	0%	16%	-7%	0%	3%	4%	-10%
Cc1ccc(NC(=O)CSc2cn[nH]n2)cc1	0%	10%	7%	22%	-1%	-3%	-3%	0%	-16%
Cc1ccc2nc(NCc3ccccc3)c(C#N)cc2c1	3%	13%	15%	14%	3%	-5%	?	1%	11%
NC(=NC(=O)c1ccc(OCC(F)(F)F)nc1)c1ccccc1	-2%	-2%	4%	-1%	10%	21%	-24%	-4%	2%
CCC(=O)c1cc2c(cc1NC(=O)c1ccccc1)OCCO2	17%	-2%	-6%	4%	-15%	-20%	?	11%	0%
Cc1ccc(Cn2nnnc2CN2CCC(O)(c3ccc(F)cc3)CC2)cc1	-25%	0%	4%	-2%	-11%	0%	-1%	-10%	?
CSCCC1NC2(C(=O)Nc3c(C)cc(Cl)cc32)[C@@H]2C(=O)N(C3CCCC3)C(=O)[C@H]12 (some centres undefined)	?	-9%	1%	-1%	4%	4.6µM*	?	?	?
CCOC(=O)C1CCCN(C(=O)c2cncc(Br)c2)CC1 (centres undefined)	17%	?	-5%	12%	14%	-16%	.	4%	6%
CCOc1ccc(-c2cc3nc(C4CCN(C(=O)OC(C)(C)C)CC4)c(C(=O)Nc4ccc(C)cc4C)cn3n2)cc1	-21%	.	.	.	17%	-9%	.	6%	-7%
Cc1ccc(CCNS(=O)(=O)c2cc(-c3cc(C)no3)ccc2C)cc1	-24%	.	.	.	22µM*	-12%	.	0%	1%
CCNC(=O)CSc1nc2sccc2c(=O)n1-c1ccccc1	48%[activator]	-1%	5%	-1%	0%	-3%	-12%	7%	-5%
CC(C)[C@H](NC(=O)c1ccccc1)C(=O)OCC(=O)N1CC2(C)CC1CC(C)(C)C2 (some centres undefined)	21%	11%	0%	15%	-10%	-6%	-3%	6%	-3%
Cc1nc2sc3c(c2c(=O)[nH]1)CCCCC3	74%[activator]	13%	15%	-1%	-3%	4%	?	4%	6%
COc1ccccc1-c1nnc(SCC(=O)OC(C)C)o1	0%	-16%	?	10%	-4%	-3%	-8%	2%	3%
Cc1ccc(C(=O)N2CCN(c3ccc(N4CCOCC4)nn3)CC2)cc1C	-12%	1%	-6%	8%	25%	-12%	-1%	21%	5%
O=C(COC(=O)c1ccc(Br)o1)Nc1ccc(N2CCOCC2)cc1	5%	13%	-3%	9%	14%	-18%	-7%	-11%	4%
COc1cccc2cc(C(C)N(CCCN3CCOCC3)C(=S)Nc3cc(C)cc(C)c3)oc12 (centres undefined)	-24%	-1%	14%	-14%	-16%	3%	-12%	3%	-13%
Cc1onc(-c2ccccc2Cl)c1C(=O)NCc1ccco1	-110%	-39%	-11%	-24%	-30%	-1%	3%	?	6%
O=C(NCc1ccccc1)Oc1cccc(Cl)c1	-2%	-3%	5%	-10%	-12%	1%	-3%	-6%	-26%
COc1cccc2cc(-c3n[nH]c(=S)n3C)oc12	14%[0.307 µM]	7%	-2%	11%	?	?	15%	0%	-1%[0.307 µM]
CCOC(=O)C1CCN(S(=O)(=O)c2cccc(C(=O)Nc3ccccc3)c2)CC1	5%	-8%	4%	-4%	24%	-10%	-3%	21%	2%
N#Cc1ccc(C(=O)Nc2cc(S(=O)(=O)N3CCOCC3)ccc2N2CCOCC2)cc1	13%	6%	-2%	7%	14%	4%	.	1%	1%
C=CCn1c(NCc2ccc(OC)cc2)nc2ccccc21	-7%	-8%	9%	-3%	-10%	-1%	8%	17%	-6%
O=C(CCN1C(=O)/C(=C\c2ccccc2)SC1=S)Nc1ccc(C(=O)O)cc1	3%	4%	1%	-24%	-4%	11%	-3%	11%	5%
O=C(NC1CCCCC1)C1c2ccccc2OCC(=O)N1CC(F)(F)F (centres undefined)	19%	8%	1%	11%	8%	5%	.	14%	1%
Cc1ccc(NC(=O)Nc2c(C)n(C)n(-c3ccccc3)c2=O)cc1C	18%	18%	5%	23%	16%	-5%	8%	0%	-5%
O=C(CSc1nnc2ccccn12)NCCN1C(=O)CSC1=O	3%	-6%	-4%	-3%	-8%	7%	-4%[9.22 µM]	27%	3%
Cc1cnc(NC(=O)CSc2nnc(C)n2N)s1	-46%	-2%	-1%	-6%	3%	16%	31%	-2%	-74%
O=C(Nc1cccc(C(=O)N2CCOCC2)c1)c1ccccc1Cl	10%	0%	5%	-1%	4%	-21%	-1%	-10%	9%
CC(C)CCNC(=O)NC(=O)COC(=O)c1cc(S(=O)(=O)N2CCOCC2)ccc1N1CCCCC1	0%	-3%	1%	-25%	-1%	-10%	-2%	-4%	12%
COc1cc(C(=O)OCC(=O)Nc2ccc(F)cc2F)cc(OC)c1OC	7%	-12%	-1%	-6%	3%	0%	-4%	-5%	3%
CCNc1ncnc2[nH]ncc12	29%	1%	6%	0%	-1%	14%	0%	11%	-9%
CCCCCCC(=O)N1CCC(c2nc3c(nnn3Cc3ccccc3Cl)c(=O)[nH]2)CC1	0%	11µM*	8%	13µM*	-10%	2%	15%	-2%	2%
COc1cc(S(=O)(=O)Nc2cccc3cn[nH]c23)c(OC)cc1C	?	?	-5%	-26%	-3%	?	15%	-27%	1%
COc1ccccc1N1CCN(CCN2C(=O)C3CCCN3C2=O)CC1 (centres undefined)	2%	20%	-5%	23%	10%	-8%	-1%[9.22 µM]	-2%	-6%

Entries above containing bromine, in the order listed:
SMILES	GLP1R inv ag	HT1080 IDH1KD tx	GLP-1R agonist	HT1080NT lethal	TDP-43 yeast inh	KB-V1 MDR tox	SW480 rerep	KB-3-1 tox	GLP1R cytotox
CCOC(=O)C1CCCN(C(=O)c2cncc(Br)c2)CC1 (centres undefined)	17%	?	-5%	12%	14%	-16%	.	4%	6%
O=C(COC(=O)c1ccc(Br)o1)Nc1ccc(N2CCOCC2)cc1	5%	13%	-3%	9%	14%	-18%	-7%	-11%	4%

Reformatted field by field: part of the list above.
CCC(=O)c1cc2c(cc1NC(=O)c1ccccc1)OCCO2
  GLP1R inv ag: 17%
  HT1080 IDH1KD tx: -2%
  GLP-1R agonist: -6%
  HT1080NT lethal: 4%
  TDP-43 yeast inh: -15%
  KB-V1 MDR tox: -20%
  SW480 rerep: ?
  KB-3-1 tox: 11%
  GLP1R cytotox: 0%
CCn1c2ccccc2c2cc(NC(=O)COC(=O)c3ccc(O)cc3)ccc21
  GLP1R inv ag: ?
  HT1080 IDH1KD tx: -2%
  GLP-1R agonist: -14%
  HT1080NT lethal: -2%
  TDP-43 yeast inh: 26%
  KB-V1 MDR tox: 0%
  SW480 rerep: -3%
  KB-3-1 tox: ?
  GLP1R cytotox: -7%
CCCCCCC(=O)N1CCC(c2nc3c(nnn3Cc3ccccc3Cl)c(=O)[nH]2)CC1
  GLP1R inv ag: 0%
  HT1080 IDH1KD tx: 11µM*
  GLP-1R agonist: 8%
  HT1080NT lethal: 13µM*
  TDP-43 yeast inh: -10%
  KB-V1 MDR tox: 2%
  SW480 rerep: 15%
  KB-3-1 tox: -2%
  GLP1R cytotox: 2%
CC(C)[C@H](NC(=O)c1ccccc1)C(=O)OCC(=O)N1CC2(C)CC1CC(C)(C)C2 (some centres undefined)
  GLP1R inv ag: 21%
  HT1080 IDH1KD tx: 11%
  GLP-1R agonist: 0%
  HT1080NT lethal: 15%
  TDP-43 yeast inh: -10%
  KB-V1 MDR tox: -6%
  SW480 rerep: -3%
  KB-3-1 tox: 6%
  GLP1R cytotox: -3%

Screening results: PubChem, National Center for Advancing Translational Sciences (NCATS)
